# From PubChem BioAssay
# Pf gamet viab: inhibitors of late stage P. falciparum gametocyte viability. P. falciparum stage V gametocytes, ATP luminescence, 24 h. inhibition, % at 10.9 µM. hit rate 0.065% among 150,000. AID 743093;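 active = inhibition above the mean plus 3 SD of compounds within the control limits, set per campaign, cut at about 38% in these data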;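 note: 0% = DMSO wells and 100% = medium only without gametocytes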
# Avidin fluor: avidin bead compound fluorescence profile; Avidin beads, compound fluorescence 488/530 nm, flow cytometry; stronger effect = higher value; fluorescence (KMESF) at 10 µM; hit rate 0.38% among 220,000; in the data active = fluorescence above about 47; note: inactives centre near 10
# Mcl1 Bid PPI: disrupts binding of human Mcl-1 to Bid peptide | Q07820 | hit rate 0.97% among 220,000 | inhibition, % at 21.7 µM | AID 1021 | TR-FRET Mcl-1/Bid-Dy647 peptide binding, 1536-well;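 active = compounds that cut the binding signal by more than half at the single screening dose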;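 note: His-tagged Mcl-1 with europium anti-His antibody binding Bid BH3 peptide; 0% = Mcl-1 plus peptide wells and 100% = peptide-only wells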
# Target sequence (Q07820 whole entry, looked up): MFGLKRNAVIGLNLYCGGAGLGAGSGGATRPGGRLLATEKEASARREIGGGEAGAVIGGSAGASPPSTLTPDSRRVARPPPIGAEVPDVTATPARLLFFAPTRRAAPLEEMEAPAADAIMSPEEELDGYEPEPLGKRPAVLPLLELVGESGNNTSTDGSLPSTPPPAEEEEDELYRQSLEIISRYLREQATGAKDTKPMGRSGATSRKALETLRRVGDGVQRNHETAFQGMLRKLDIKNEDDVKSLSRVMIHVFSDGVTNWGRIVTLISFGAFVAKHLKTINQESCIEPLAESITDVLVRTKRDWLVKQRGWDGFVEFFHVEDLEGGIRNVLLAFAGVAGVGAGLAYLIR
# Mcl1-Noxa inh: Mcl-1/Noxa interaction inhibition; Q07820; TR-FRET Mcl-1/Noxa peptide binding, 2 h; inhibition, % at 21.7 µM; hit rate 1.5% among 220,000; AID 1022;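 active = compounds that cut the protein-peptide binding signal by more than 50% relative to plate controls in a single-dose test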;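 note: His-tagged Mcl-1 with rhodamine Noxa BH3 peptide and terbium anti-His antibody; 0% = Mcl-1 plus Noxa peptide wells and 100% = peptide-only wells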
# An asterisk follows results filed as active.
SMILES,Pf gamet viab,Avidin fluor,Mcl1 Bid PPI,Mcl1-Noxa inh
CCN(CC)C(=O)c1ccc(-c2cccs2)s1,4.2,6,3.7,6.2
Cc1cc(CSC(=N)N)c(CSC(=N)N)cc1C,-6.2,6,1.0,25.8
CC(C)c1nc2sc3c(=O)[nH]cnc3c2c2c1CCCC2,-13.1,3,-31.4,-18.4
COC(=O)c1ccc(NC(=O)COc2ccc([N+](=O)[O-])cc2)cc1,1.1,8,-19.1,-0.9
CSc1nnc([C@H](Cc2c[nH]c3ccccc23)NC(=O)OC(C)(C)C)o1,8.3,7,-99.1,-1.3
CC(C)c1cc(-c2cc(-c3ccccc3)on2)nc(NC2CCCC2)n1,-11.9,8,-35.9,5.7
Fc1cnc(N/N=C/c2ccc(-c3ccc(Br)cc3)o2)nc1N1CCOCC1,7.6,5,-38.0,29.0
NS(=O)(=O)c1ccc(NNC(=O)c2ccccc2C(=O)O)cc1,-35.8,5,-29.5,-2.4
COC(=O)[C@H](CCSC)NC(=O)NC1CC1,7.8,8,-17.9,16.1
Nc1nnn(CC(=O)N/N=C/c2cn[nH]c2-c2ccccc2)n1,-3.5,8,-7.9,12.4
COc1cc(NC(=S)Nc2ccc(OC(F)F)cc2)cc(OC)c1,13.8,6,-71.0,0.3
O=C(CNCCC1=CCCCC1)Nc1ccccc1N1CCCCCC1,25.7,7,-10.5,0.3
COc1ccc(N/N=C(/C(C)=O)N2CCCc3ccccc32)cc1,-5.9,6,-14.5,-1.3
Cc1ccc(-n2cc(CNCCCn3cccn3)c(-c3cccc(C)c3)n2)cc1,-5.7,6,-10.1,27.3
COc1ccc(CN(C(=O)/C=C/c2ccccc2Cl)C2CCS(=O)(=O)C2)cc1 (stereo unspecified),13.9,2,-1.3,-6.4
O=C(Nc1nc2ccsc2c(=O)s1)c1ccc(Cl)cc1,-1.9,6,-175.1,-82.4
Cc1ccc(S(=O)(=O)N(C)C)cc1NC(=O)CN1C(=O)NC(Cc2c[nH]c3ccccc23)C1=O (stereo unspecified),12.0,3,-52.2,-13.9
Nc1ccc2nc(SCC(=O)N3CCN(c4ccccc4)CC3)sc2c1,21.0,6,-53.5,-25.6
O=C(NCc1ccc(-c2csnn2)cc1)c1cc(Cl)cc(Cl)c1,5.3,4,-9.9,9.2
N/C(=N\OC(=O)C1CC1)c1ccc([N+](=O)[O-])s1,-7.5,3,-0.6,-26.2
CCOC(=O)C(=O)N/N=C(/c1ccccc1)c1ccc(OC)cc1,-21.8,7,-27.5,4.5
COC(=O)c1ccc(S(=O)(=O)N2CCCN(Cc3cccc(Br)c3F)CC2)n1C,7.8,9,-15.1,18.0
CC(C)(C)C(=O)N1CCN(c2ccc([N+](=O)[O-])cc2-n2cccc2)CC1,3.5,8,-27.3,-7.7
S=C(Nc1ccc(Nc2ccccc2)cc1)NN1CCOCC1,-8.7,5,-47.2,29.7
COc1c(S(=O)(=O)NCCCN2CCOCC2)ccc(Cl)c1Cl,10.9,8,-22.1,4.8
COCc1cc(OC)nc(-c2csc(C)n2)n1,2.5,7,0.6,11.8
COc1ccc(C(=O)NC(=S)Nc2ccc(CN3CCOCC3)cc2)cc1,1.4,11,-29.6,12.7
O=C(NC1CC1)C1=C[C@@H](c2ccc(Br)cc2)C[C@@H](OCc2ccc(CO)cc2)O1,-2.6,10,-35.1,6.8
O=C1NC2=C(C(=O)OC2)C(c2ccc(OC(F)(F)F)cc2)N1 (stereo unspecified),2.3,13,-42.6,10.5
CC(C)(C)C(=O)Nc1ccc(F)cc1[N+](=O)[O-],4.4,6,-5.8,7.9
COc1ccc(OC)c(C2CC(c3ccccc3)=NN2C(=S)Nc2ccccc2)c1 (stereo unspecified),0.6,5,-50.4,10.0
COc1ccc(CCN2C(=S)N(c3ccc(Cl)cc3)C(=O)C2CC(N)=O)cc1OC (stereo unspecified),-15.6,9,-3.7,18.8
FC(F)(F)c1cccc(Cc2noc(CN(Cc3ccccn3)CC3CCCO3)n2)c1 (stereo unspecified),-24.7,6,-18.0,11.5
Cc1nc([N+](=O)[O-])cn1CC(=O)c1ccccc1,6.3,6,-3.5,0.1
COc1ccc(/C=N\NC(=O)C2COc3ccccc3O2)cc1O (stereo unspecified),27.4,6,-54.8,-3.5
Cc1ccc(CNC(=O)c2ccccc2-n2cnnn2)cc1,3.0,7,-5.3,-8.9
CC1(C)CC(NC(=O)C(=O)NCCc2ccccc2)CC(C)(C)N1,-10.0,7,-16.8,4.1
COc1ccccc1NC(=S)NC(NC(C)=O)C(Cl)(Cl)Cl (stereo unspecified),22.3,3,-98.1,1.8
O=[N+]([O-])c1cccnc1Sc1n[nH]c(-c2ccc(Cl)cc2)n1,15.2,6,-16.5,-8.9
CCC(C)NC(=O)CN1C(=O)NC2NC(=O)NC21 (stereo unspecified),-1.4,8,-55.6,7.5
O=C1NCCN/C1=C\C(=O)c1ccc(F)cc1,-9.8,8,-43.1,0.1
COc1ccc(N2CC(C(=O)Nc3cc(C)ccn3)CC2=O)cc1 (stereo unspecified),2.8,7,-15.6,-14.3
Cc1cc(C)n(C2CC(=O)N(c3ccc(Cl)c(Cl)c3)C2=O)n1 (stereo unspecified),2.0,7,-7.8,-0.6
Cc1ccc(-c2noc(-c3ccno3)n2)cc1,1.8,7,-14.9,4.7
COC(=O)c1ccc(S(=O)(=O)NC(C)(C)C)n1C,-6.8,8,-11.4,8.0
CCC(C)(C)n1nnnc1C(c1ccc2ncccc2c1)N1CCN(c2ccc(O)cc2)CC1 (stereo unspecified),-25.8,12,-49.7,18.4
CCC1=C(OC(=O)N(CC)CC)N2C(=O)OC(=NCC3CC3)[C@]2(C)[C@H]2C1=CC[C@H]1C(=O)N(C)C(=O)[C@H]12,0.3,9,-19.5,13.0
O=C(CSc1nnc(NCc2ccccc2)s1)NC1CCS(=O)(=O)C1 (stereo unspecified),4.2,10,-40.5,5.0

# Next part (2 carried over from the part before).
SMILES,Pf gamet viab,Avidin fluor,Mcl1 Bid PPI,Mcl1-Noxa inh
CCC1=C(OC(=O)N(CC)CC)N2C(=O)OC(=NCC3CC3)[C@]2(C)[C@H]2C1=CC[C@H]1C(=O)N(C)C(=O)[C@H]12,0.3,9,-19.5,13.0
O=C(CSc1nnc(NCc2ccccc2)s1)NC1CCS(=O)(=O)C1 (stereo unspecified),4.2,10,-40.5,5.0
COc1ccc(N=C2NC(=O)/C(=C/C=C/c3ccccc3)S2)cc1,10.3,6,-18.9,-12.1
CC(C)(C)[C@@H]1C=C(C(N)=O)O[C@H](OCc2ccc(CO)cc2)C1,-7.1,8,-32.1,-9.1
CCCCCOC(=O)CCN1C(=O)/C(=C2\SC(=S)N(CCC(=O)OCCCCC)C2=O)SC1=S,-11.6,2,-14.3,-4.0
C/C=C\C(=O)Nc1cccc(C2=NOC3(C2)C[C@@H](C(N)=O)N(C(=O)COc2ccc(Cl)cc2)C3)c1 (stereo partly specified),5.3,11,8.2,8.0
C/C(=N/OC(=O)c1ccc(Cl)cc1Cl)c1oc(C)nc1C,-9.1,6,-9.5,-14.7
CC(C)(C)NC(=O)CSc1nc2ccccc2c(=O)[nH]1,-2.2,6,-12.6,3.6
CCOC(=O)c1sc2ncc([N+](=O)[O-])cc2c1N,-8.7,5,-69.8,25.3
CCOC(=S)SCC(=O)Nc1nc(C)c(C)s1,0.1,6,-66.4,12.3
COc1ccccc1Nc1nc(NCC(C)C)nc(N)c1[N+](=O)[O-],9.5,7,3.5,-15.4
OCCN(CC#CCn1c2ccccc2c2ccccc21)CCO,-15.4,5,-11.0,0.3
COc1cccc(-c2c(C#N)c(SC)nc3cc(C)nn23)c1,-4.5,8,-6.8,13.0
CCn1nnc2cc(C(=O)O)ccc21,0.7,5,-40.1,-2.1

# Some of the entries so far, with two lines to a compound:
# Each structure is followed by: Pf gamet viab, Avidin fluor, Mcl1 Bid PPI, Mcl1-Noxa inh
> CCCCCOC(=O)CCN1C(=O)/C(=C2\SC(=S)N(CCC(=O)OCCCCC)C2=O)SC1=S
→ -11.6, 2, -14.3, -4.0
> COc1ccccc1Nc1nc(NCC(C)C)nc(N)c1[N+](=O)[O-]
→ 9.5, 7, 3.5, -15.4
> OCCN(CC#CCn1c2ccccc2c2ccccc21)CCO
→ -15.4, 5, -11.0, 0.3
> CCOC(=O)c1sc2ncc([N+](=O)[O-])cc2c1N
→ -8.7, 5, -69.8, 25.3

# (more compounds)
SMILES,Pf gamet viab,Avidin fluor,Mcl1 Bid PPI,Mcl1-Noxa inh
Cc1ccc(O)c(-c2cc(C(=O)Nc3ccc(S(=O)(=O)Nc4nccc(C)n4)cc3)[nH]n2)c1,-2.7,18,-55.4,19.7
O=C(C1Cc2ccccc2CN1C(=O)c1ccccc1)N1CCN(c2ccccc2)CC1 (stereo unspecified),24.0,10,-33.3,3.1
Cc1cccc2c(=O)cc(C)n(CC(N)=O)c12,-6.5,5,-24.7,6.6
Cc1cc2c(NS(=O)(=O)c3ccc(F)cc3)cccc2nn1,-14.1,6,-7.3,-4.0
CC(C)Nc1nc(N)c(C(=O)C23CC4CC(CC(C4)C2)C3)s1,23.3,6,-34.0,-18.8
COc1ccc(CCNC(=O)/C(C#N)=C2\N=C(NC(=O)c3ccco3)c3ccccc32)cc1,6.1,6,12.0,39.2
CSc1nc(N)cc(=O)[nH]1,-2.8,3,-26.6,-7.2
CC(=O)Nc1ccc(C(=O)N/C(=C\c2ccccc2)C(=O)Nc2cccc(C(=O)O)c2)cc1,6.7,4,-7.7,9.2
COC(=O)C1=C(C(=O)OC)[C@@H]2N(Cc3ccccc3)c3ccccc3[C@@]23C[C@@H](C(=O)OC)N(C(C)=O)C3=N1,-11.5,10,-39.7,3.5
CCCCOC(=O)C1=C(N)N2C(=O)C(C)SC2=C(C(=O)OCC)C1c1ccc(O)c(OC)c1 (stereo unspecified),5.2,4,-83.2,8.8
Cc1cccnc1NC(=O)C(C)N1C(=O)c2ccccc2C1=O (stereo unspecified),-1.8,8,-10.5,5.0
CC1C(=O)NC(=O)C1c1ccccc1 (stereo unspecified),11.6,6,-30.4,-0.5
NC(=O)c1cccc2ccccc12,-4.2,3,-11.4,-22.2
O=C1CCN(S(=O)(=O)c2ccccc2)CCN1CCOCc1ccc(F)cc1,-6.9,10,-37.6,8.7
Cc1cc2sc3nc(=O)n(-c4ccccc4)c(=O)n3c2cc1C,2.5,7,-2.9,-0.2
CC(C)(C)OC(=O)NCCCCCC(=O)N/N=C/c1coc2ccccc2c1=O,-12.9,9,-16.4,8.0
COc1ccc(NC(=O)Nc2nc3ccccc3s2)cc1,-1.1,5,-13.4,26.7
CC(C)Cn1nc(NC(=O)c2ccco2)c2cc3ccccc3nc21,-2.3,6,1.3,25.8
CS(=O)(=O)NCC(c1cccnc1)N1CCN(c2ccccc2F)CC1 (stereo unspecified),-10.9,7,-23.8,-9.6
Cc1ccc(NC(=O)O/N=C/c2c(C)nn(C(C)(C)C)c2C)cc1Cl,-5.8,7,-0.9,8.9
O=C(O)/C=C/c1ccc(S(=O)(=O)NCc2cccnc2)cc1,13.9,8,-43.5,1.0
CC1CCN(Cc2cc(=O)oc3ccc4ccccc4c23)CC1,10.8,6,-1.5,3.3
CCOC(=O)c1cc2c(=O)n3cccc(C)c3nc2n(CCOC)c1=NC(C)=O,-4.1,4,-1.2,7.6
O=C(COC(=O)c1ccccc1Nc1ccccc1F)c1ccccc1,-0.1,7,-5.9,-17.7
CCN(CC(=O)Nc1ccc(C(=O)Nc2ccc(OC)cc2)cc1)Cc1nc2ccccc2c(=O)[nH]1,7.6,3,-18.4,1.8
CN(C)CC(CCCCC(CN(C)C)C(=O)c1ccccc1)C(=O)c1ccccc1 (stereo unspecified),7.4,5,-4.7,18.8
Cn1ncc(Br)c1NC(=O)Nc1ccc(OC(F)(F)F)cc1,-7.4,6,2.2,10.7
Cc1ccc(S(=O)(=O)NC(=O)Nc2ccc(OC(F)F)cc2)cc1,-8.2,6,-28.4,-6.7
CCOC(=O)/C(C#N)=C/c1c(N2CCN(Cc3ccc4c(c3)OCO4)CC2)nc2c(C)cccn2c1=O,-28.5,3,-7.1,6.3
Cc1nn(-c2ccccn2)c(N)c1N=O,-4.1,4,-38.0,5.6
O=C(c1ccc(C(=O)N2CCN(c3ccccc3F)CC2)nc1)N1CCN(c2ccccc2F)CC1,11.1,8,-33.8,24.6
CC(C)C(=O)NNC(=O)CC(=O)Nc1ccccc1C(=O)O,15.5,8,-11.9,-5.8
O=S(=O)(c1c(Cl)sc(Cl)c1Br)N1CCCC1,17.0,6,7.9,-1.8
CC(C)(C)C(=O)N1NC(=Nc2ccccc2)SC1(C)C,2.1,6,-27.1,0.9
CC1CC1C(=O)OCC(=O)Nc1cccc(S(=O)(=O)NC2=NCCCCC2)c1 (stereo unspecified),-41.9,5,-29.8,-23.7
C=CCn1c(SCc2nc3ccccc3c(=O)[nH]2)nc2scc(C3CC3)c2c1=O,-6.4,4,-16.9,11.2

# Of the compounds above, these contain a furan ring, fused or not.
SMILES,Pf gamet viab,Avidin fluor,Mcl1 Bid PPI,Mcl1-Noxa inh
Fc1cnc(N/N=C/c2ccc(-c3ccc(Br)cc3)o2)nc1N1CCOCC1,7.6,5,-38.0,29.0
COc1ccc(CCNC(=O)/C(C#N)=C2\N=C(NC(=O)c3ccco3)c3ccccc32)cc1,6.1,6,12.0,39.2
CC(C)Cn1nc(NC(=O)c2ccco2)c2cc3ccccc3nc21,-2.3,6,1.3,25.8

# Some of the compounds tested, so the mix of outcomes need not match the whole.
